From PubChem
Mm-Cpn inhibitor – inhibitors of Methanococcus maripaludis chaperonin (MmCpn). purified Mm-Cpn ATPase, ADP Transcreener TR-FRET. Potency, µM (highest dose often 76.9 µM), for inactives: at the top dose activity, negative = inhibition, hits mostly inhibitors. 330,000 tested, 0.031% active; also: potency is read from the fitted curve at half-maximal effect; % is scaled to controls: 0 for no effect and ±100 for the full control effect; nearly all actives have a fitted effect of over 80% in size
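Reaction buffer contained 30 mM Tris pH 7.4, 100 mM KCl, 5 mM MgCl2 and 1 mM DTT. Mm-CPN (25 nM final) hydrolysed 10 uM ATP over 30 min at 37°C; ADP was read by HTRF.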
Nrf2 inh – blocks Nrf2 signaling | A549 ARE-Fluc reporter, luciferase luminescence, 18-24 h | Potency, µM (doses to about 46 µM), for the others: top-dose activity change, negative = inhibition, actives largely listed as inhibitors | 360,000 tested, 2.1% active | AID 504444; also: potency is read from the fitted curve at half-maximal effect; % is scaled to controls: 0 for no effect and ±100 for the full control effect; nearly all actives have a fitted effect of over 60% in size
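A549 ARE_Fluc cells (5000/well, 5% FBS OPTI-MEM) pre-incubated 2 h, then treated with compounds 18-24 h at 37C/5% CO2 in concentration-response. CellTiter-Fluor viability read first; BugLite luciferase luminescence after 15 min at room temperature gives Nrf2 activity.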
S2 tox – cell viability loss in ATXN counter-screen | S2 cells (HEK-293 line with an ATXN2-luciferase reporter) viability, CellTiter-Fluor protease fluorescence, 24 h | Potency, µM (highest dose often 56.7 µM), actives largely listed as cytotoxic | 400,000 tested, 0.49% active | AID 651635; also: potency is read from the fitted curve at half-maximal effect; nearly all actives have a fitted effect of over 40% in size
Akt phos inh – blocks phosphorylation of Akt. Neuro2A IGF-stimulated pAkt S473 HTRF, 20 min; active compounds read low. AID 651550. activity change, % for hits at 50 µM. 360,000 tested, 0.32% active; in the data active = activity change below about -80%; inconclusive = mostly about -51% to -80%; also: % is scaled to controls: 0 for no effect and ±100 for the full control effect
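Neuro2A cells (4,500/well, DMEM with 0.5% FBS) were treated with compound at a single 50 µM final concentration, stimulated with 6 nM IGF for 20 min at 37 °C, and lysed. Phospho-Akt Ser473 was read by HTRF as 665/615 ratio ×10^4.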
TGFb SMAD3 inh – blocks TGF-b signaling; 410,000 tested, 1.2% active; Potency, µM (doses to about 46.1 µM), for inactives: at the highest dose activity, negative = inhibition, hits mostly inhibitors; AID 588855; HepG2 CAGA-GFP TGF-b/SMAD3 reporter, GFP fluorescence, 18 h; TGF-beta stimulated, 500 pg/mL final; also: potency is read from the fitted curve at half-maximal effect; % is scaled to controls: 0 for no effect and ±100 for the full control effect; nearly all actives have a fitted effect of over 65% in size
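First, reporter cells (HEPG2 CAGA-GFP) rested 2 h at 37 degrees C. Next, compounds were pinned in and TGF-beta added to 500 pg/mL final. After 18 h, GFP was imaged per cell and summed per well.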
HepG2 tox – kills HepG2 cells in TGF-b inhibitor counter-screen. HepG2 CAGA-GFP viability, ATP luminescence, 18 h. Potency, µM (titrated, usually from 46.1 µM), for the others: at the highest dose activity change, negative = cytotoxicity, usual class: cytotoxic. 410,000 tested, 0.76% active; also: potency is read from the fitted curve at half-maximal effect; some results filed as inactive show a strong effect at the top dose
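HepG2 CAGA-GFP cells (1000/well, DMEM with 1% FBS) received compound, then TGF-beta at 500 pg/mL final, and were incubated 18 hours at 37 degrees C. Viability was read by CellTiter-Glo luminescence. Media-only wells were set as complete cell-killing and DMSO as no toxicity.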
Nrf2 ARE act – activates Nrf2 signaling. Potency, µM (top dose mostly 46.1 µM), for the others: at the top dose activation, actives largely listed as activators. 410,000 tested, 0.31% active. AREc32 ARE-luciferase reporter (MCF7-derived line), luminescence, 24 h. AID 624171; also: potency is read from the fitted curve at half-maximal effect; % of control where 0% means no effect; nearly all actives have a fitted effect of over 65% in size
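Nrf2 activation is followed as ARE-luciferase induction in the AREc32 line after one day of compound treatment; luminescence is read with Steady-Glo.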
A549 tox – counter-screen for Nrf2 inhibitors: cytotoxicity in A549 cells; A549 ARE-Fluc cells, CellTiter-Fluor viability, 18-24 h; Potency, µM (top dose mostly 46 µM), for the others: at the highest dose activity change, negative = cytotoxicity, actives largely listed as inhibitors; 390,000 tested, 0.16% active; also: potency is read from the fitted curve at half-maximal effect; % is scaled to controls: 0 for no effect and ±100 for the full control effect
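A549 ARE_Fluc cells in 5% FBS OPTI-MEM were exposed to compounds in concentration-response for 18-24 h at 37 deg C. Viability was read by CellTiter-Fluor fluorescence (Ex 405/Em 525) after 30 min, before the luciferase read.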
CCT modulator – cytosolic chaperonin activity modulation; 360,000 tested, 0.3% active; AID 651819; activity change, % (test concentration not listed), hits read low; purified chaperonin ATPase assay, HTRF ADP detection, 30 min; in the data active = activity change below about -30%; also: % is scaled to controls: 0 for no effect and ±100 for the full control effect
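TRiC (40 or 20 nM final, by batch activity) in 30 mM Tris pH 7.4, 100 mM KCl, 5 mM MgCl2, 1 mM DTT was treated with compound at 76 uM single dose, then 10 uM ATP, 30 min at 37 °C. ADP was read by HTRF Transcreener.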
Numbers without * were called inactive; i = inactive; ? = inconclusive; . = not tested or not shown; [ ] = another dose, or the depositor's remark. Unless noted, calls follow the shape of the dose curve; as a rule, active = well fitted curve in the direction sought with a large enough effect; inconclusive = small, poorly fitted or top-dose-only effect, or another doubt; inactive = no such curve, though single readings can be large; an effect the other way counts as inactive or inconclusive.

SMILES | Mm-Cpn inhibitor | Nrf2 inh | S2 tox | Akt phos inh | TGFb SMAD3 inh | HepG2 tox | Nrf2 ARE act | A549 tox | CCT modulator
Nc1nc(SCC(=O)Nc2ccc(Cl)c(S(=O)(=O)N3CCOCC3)c2)n[nH]1 | 2% | 3% | i | i | 3% | 11% | -0.5% | 1% | -1.2
COC(=O)c1cnc(Oc2c(Cl)cc(N)cc2Cl)cc1C(F)(F)F | 0% | -12% | i | i | -29% | -14% | 0.0% | 0% | 0.3
Cc1ccc2c(c1)C(=O)CC(c1ccccc1)S2 (stereo unspecified) | . | ? | i | i | 5% | -16% | ? | 2% | 2.0
CCCCCCNC(=O)O[C@H]1Cn2c(=O)n(CCCCCC)c(=O)n2[C@@H]2CN(S(=O)(=O)c3ccc(C)cc3)C[C@]12O | . | . | . | i | ? | 22µM* | -3.9% | . | -2.0
CCC(=O)c1ccc(OCC(=O)Nc2cccc(S(=O)(=O)N3CCCCCC3)c2)cc1 | 0% | ? | i | i | -30% | -29% | 0.2% | -8% | -1.5
O=C(Oc1ccc(Cl)c(Cl)c1)C1=CC=CN2CCS(=O)(=O)N=C12 | 0% | 2% | i | i | 13% | 3% | -1.4% | -3% | -1.0
Nc1c(Sc2ccccc2)c(=O)[nH]c(=O)n1Cc1ccccc1 | . | 1% | i | i | -24% | 4% | 0.0% | 2% | -0.4
CN1CCN(c2ccc([N+](=O)[O-])cc2C(=O)c2ccc(Br)cc2)CC1 | 1% | -7% | ? | i | 2% | 0% | -0.2% | -28% | 0.3
CC(SC(=S)N(C)Cc1cccs1)C(=O)O (stereo unspecified) | -2% | 7% | i | i | 1% | 0% | -0.7% | 5% | -3.2
O=C(CN1C(=O)C2(SCC(=O)N2c2ccc(F)c(F)c2)c2ccccc21)Nc1ccccc1F (stereo unspecified) | . | 12% | i | . | -10% | -5% | -1.0% | -1% | .
C=CC[C@H](CC(=O)NCCO)C(=O)N[C@H](COC(=O)[C@@H](CC=C)Cc1ccc(F)cc1)C(C)(C)C | 0% | -3% | i | i | -10% | -85% | 0.7% | -6% | -1.1
CCCCCCNCc1cccc(Br)c1 | 1% | -21% | i | i | -21% | -56% | 0.2% | -7% | -6.8
CCCS(=O)(=O)NC(=O)C1(C)CCN(C(=O)Cc2cccc3ccccc23)C1 (stereo unspecified) | . | . | i | i | 2% | 0% | -0.5% | . | -1.3
CCOC(=O)c1ccccc1NC(=O)Cn1cnc2c(cnn2-c2ccccc2)c1=O | 1% | 3% | i | i | -5% | -1% | -0.6% | -6% | -0.4
O=C(O)c1cccc2c1C(=O)c1cc([N+](=O)[O-])cc([N+](=O)[O-])c1-2 | . | . | i | i | -9% | -26% | 8.5% | . | 0.2
CCOc1cc(CNc2ccc(O)cc2)ccc1OCc1ccc(Cl)cc1Cl | -11% | ? | i | i | ? | -25% | 17% | -18% | 1.0
O=C(c1ccc(Sc2cccc(Cl)c2)c([N+](=O)[O-])c1)N1CCN(c2ccccn2)CC1 | 0% | 16µM* | i | i | 0% | -1% | 0.7% | -12% | -5.5
CCOc1ccccc1C(=O)N(Cc1cc(OC)c(OC)c(OC)c1)c1ccccn1 | . | -8% | i | . | -8% | -15% | -0.2% | 2% | .
CCCCNC(=O)/C=C/c1cccs1 | -1% | 0% | i | i | -23% | -5% | 0.1% | -2% | 1.2
O=C1CS/C(=N/N=C2CCCC2)N1 | 2% | 14% | i | i | -1% | 6% | 3.3% | 11% | -4.9
CCOC(=O)c1c(S(=O)(=O)NCC(=O)N2CCN(c3ccc(OC)cc3)CC2)c(C)n(C)c1C | 1% | -18% | i | i | 0% | -2% | -0.5% | 7% | -2.6
Cc1cc(NC(=O)COc2cccc(C)c2C)no1 | -1% | 1% | i | i | -2% | -1% | 0.0% | -4% | -0.3
CCOc1ccc(-n2c(SCC(N)=O)nnc2-c2cccnc2)cc1 | 4% | 4% | i | i | 20% | -25% | -1.2% | 1% | -1.6
Cc1sc(NC(=S)NC(=O)C(C)(C)C)c(C(N)=O)c1C | -10% | ? | i | i | -2% | -5% | 4.9% | 1%[1.84 µM] | 2.2
CC(C)c1ccc(NS(=O)(=O)c2ccc3[nH]cc(C(=O)NC4CCCC4)c(=O)c3c2)cc1 | . | -5% | ? | . | ? | -117% | -1.3% | -5% | .
Cc1ccc(S(=O)(=O)N2CCN(C(=O)CC(C)n3nc(C)c(Cl)c3C)CC2)cc1C (stereo unspecified) | -3% | -8% | i | i | ? | -22% | 0.9% | 1% | -0.8
COCCCN1C(=O)C(=O)/C(=C(/O)c2ccc(S(=O)(=O)N3CCOCC3)cc2)C1c1ccc(F)cc1 (stereo unspecified) | -1% | 12% | i | i | -4% | -1% | -0.4% | 0% | -22
COc1ccccc1NC(=O)C1=C(C)Nc2ncnn2C1c1ccccc1C (stereo unspecified) | ? | -25% | i | i | 13% | -3% | 0.1% | 1% | 0.4
O=C(c1csc(Nc2ccccc2Cl)n1)N1CCCC1 | 0% | 10% | i | i | -3% | -6% | 2.9% | -11% | -5.5
CN(C)C(=O)c1ccc(S(=O)(=O)NCc2ccc(Cl)cc2)s1 | . | . | i | . | ? | -12% | -0.1% | 17% | .

Ordered by number of heavy atoms (lowest first): part of the list above.
SMILES | Mm-Cpn inhibitor | Nrf2 inh | S2 tox | Akt phos inh | TGFb SMAD3 inh | HepG2 tox | Nrf2 ARE act | A549 tox | CCT modulator
CCCCNC(=O)/C=C/c1cccs1 | -1% | 0% | i | i | -23% | -5% | 0.1% | -2% | 1.2
Cc1cc(NC(=O)COc2cccc(C)c2C)no1 | -1% | 1% | i | i | -2% | -1% | 0.0% | -4% | -0.3
CN(C)C(=O)c1ccc(S(=O)(=O)NCc2ccc(Cl)cc2)s1 | . | . | i | . | ? | -12% | -0.1% | 17% | .
CCOC(=O)c1c(S(=O)(=O)NCC(=O)N2CCN(c3ccc(OC)cc3)CC2)c(C)n(C)c1C | 1% | -18% | i | i | 0% | -2% | -0.5% | 7% | -2.6

(next part)
SMILES | Mm-Cpn inhibitor | Nrf2 inh | S2 tox | Akt phos inh | TGFb SMAD3 inh | HepG2 tox | Nrf2 ARE act | A549 tox | CCT modulator
COc1ccc(NC(C)=O)cc1NC(C)C(=O)Nc1ccc(F)cc1 (stereo unspecified) | -1% | -10% | i | i | 0% | 7% | -0.3% | -7% | -2.2
O=C(CCN1N=C(c2ccccc2)CCC1=O)NC1CCCC1 | -2% | 1% | ? | i | -1% | -1% | -0.7% | 1% | 1.0
O=C(Nc1c(-c2ccccc2)nc2sccn12)c1ccccc1 | 2% | 10% | i | -106%* | -17% | -16% | 1.0% | -20% | -1.4
COCCn1c(Cc2ccccc2)nnc1SCC(=O)NC(C)(C)C | 0% | -16% | i | i | -3% | 0% | 0.0% | 2% | 0.6
Cc1ccc(C(=O)N/C(=C/c2cccs2)C(=O)NCC2CCCO2)cc1 (stereo unspecified) | 2% | -7% | i | i | 5% | -4% | -0.1% | -3% | -0.4
Cc1ccc(CS(=O)(=O)CCC(=O)NCc2ccccc2Cl)cc1 | 0% | 16% | ? | i | -10% | -18% | -1.3% | 1% | -0.6
COc1ccc(-c2sc3ccc(OC)cc3c2-c2ccc(OC)c(F)c2)cc1 | ? | 2% | i | i | 0% | -15% | -0.5% | ? | -3.2
C[C@@H](C(=O)OCC(=O)c1ccccc1)N1C(=O)C2CCCCC2C1=O (stereo partly specified) | -16% | ? | i | i | -2% | 2% | -0.3% | -3% | -0.4
O=C(NCc1ccccc1)C1CCN(S(=O)(=O)c2ccc(Cl)cc2)CC1 | -6% | -17% | i | i | 25% | 14% | 0.4% | -4% | -1.8
O=Cc1ccc(-c2ccc([N+](=O)[O-])cc2Cl)o1 | 0% | 6% | ? | i | 3% | -2% | 0.5% | 3% | -1.3
Cc1cccc(NC(=O)C2CCCN2C(=O)Oc2ccccc2)c1C (stereo unspecified) | 0% | . | i | i | ? | 4% | -0.7% | 1% | -1.1
CCCCCCn1c(=O)c(C(=O)N/N=C/c2cccc(F)c2)c(O)c2ccccc21 | -2% | ? | i | i | 4% | -5% | 0.1% | -1% | 1.0
COc1ccc(CC(=O)Nc2cc(Cl)ccc2C(=O)O)cc1 | 1% | -6% | ? | i | -3% | -21% | 0.0% | -3% | 0.9
CCOC(=O)C1=CC(=O)CC(C)(C)O1 | . | ? | i | i | 0% | 1% | -0.8% | 1% | 1.9
Cc1ccc2c(c1)c1c(c(=O)n(-c3ccccc3)c(=O)n1CC(=O)c1ccc(F)cc1)n2C | . | 14% | i | . | -5% | -2% | -0.7% | 1% | .
CCOC(=O)c1cnn(-c2ccccn2)c1N | 0% | . | i | i | 6% | 11% | 11% | -3% | -2.3
CCCNC(=O)NC1CCCCCCC1 | -3% | 6% | ? | i | -19% | -15% | -0.1% | 0% | -2.0
N#CC1=C(N)N(c2ccccc2)C(c2ccccc2)C1(C#N)C#N (stereo unspecified) | -8% | ? | i | i | ? | 6% | 2.7% | -11% | -3.9
Cc1sc2c(c1C)c(=O)n(-c1ccc(F)cc1)c(=O)n2CC(=O)NCc1ccco1 | -2% | 5% | ? | i | -3% | 6% | -0.4% | -4% | 0.2
CCOc1ccccc1CN1CCN(Cc2cc3ccccc3[nH]2)CC1CCO (stereo unspecified) | -1% | 14% | i | i | -28% | -33% | 7.0% | 0% | 0.2
CCCCN(C=O)c1c(CC)nc2ccc(C(=O)N(CC)CCN(C)C)cn12 | . | . | i | i | 2% | 3% | 0.5%[9.22 µM] | . | 1.8
C/C(=N\Nc1ccc(F)cc1)c1ccncc1 | 3% | 21% | i | i | -3% | -48% | 6.5% | -12% | -1.6
NC(=O)CC(NC(=O)Cc1ccc(Br)cc1)c1ccc(NCCN2CCOCC2)c([N+](=O)[O-])c1 (stereo unspecified) | 0% | -8% | i | i | 4% | -4% | -0.3% | -13% | 0.7
